TPT1 inhibitor – C. albicans TPT1 enzyme inhibition | actives 0.81% (n = 300,000) | recombinant caTPT1, FP RNA substrate dephosphorylation | inhibition, % at 5 µM;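 active = inhibition above the mean of all tested compounds plus 3 SD, set per screening campaign, cut at about 24% in these data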;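 note: plate controls were DMSO alone for no effect and ferristatin control at 100 nM for full effect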
MEX-5 binding – C. elegans MEX-5 TCR-2 RNA binding activity | Q9XUB2 | MEX-5/FITC-TCR2 RNA binding, fluorescence polarization; stronger effect = lower value | activity score (negative = inhibition of binding), % at 10 µM | actives 0.38% (n = 300,000);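 active = inhibition past about -25% in most replicates, and total fluorescence under double the plate's negative control median, limit read from the data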;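 note: 0% = DMSO and -100% = 5 µM competing unlabeled TCR2 RNA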
MCL1-BIM inh – disrupts human MCL1 binding to BIM-BH3 peptide. Q07820. GST-MCL1 / FITC-Bim-BH3 fluorescence polarization. inhibition, % at 10.9 µM. actives 0.68% (n = 320,000);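 active = inhibition above the mean inhibition of all tested compounds plus 3 SD, set per campaign, cut at about 40% in these data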;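 note: 0% = DMSO wells and 100% = unlabeled Bim-BH3 peptide control; higher means more loss of mP so more displacement of Bim peptide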
Target sequence (Q07820 whole entry, looked up): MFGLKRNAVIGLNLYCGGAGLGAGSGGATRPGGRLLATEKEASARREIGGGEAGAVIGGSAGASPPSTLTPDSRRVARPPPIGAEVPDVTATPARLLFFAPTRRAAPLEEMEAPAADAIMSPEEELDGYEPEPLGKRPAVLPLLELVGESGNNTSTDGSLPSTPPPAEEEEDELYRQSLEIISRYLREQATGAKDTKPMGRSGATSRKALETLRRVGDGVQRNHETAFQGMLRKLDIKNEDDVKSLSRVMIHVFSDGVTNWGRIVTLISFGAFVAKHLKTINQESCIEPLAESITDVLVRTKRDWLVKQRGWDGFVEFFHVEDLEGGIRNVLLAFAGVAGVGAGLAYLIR
Fam108B inh – Fam108B inhibition, counter-screen for RBBP9 inhibitors; recombinant Fam108B, FP-Rh probe fluorescence polarization; inhibition, % at 9.51 µM; actives 0.33% (n = 300,000);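 active = inhibition above the screen mean inhibition plus 3 SD, computed separately per campaign, cut at about 18% in these data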;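 note: inhibitors lower polarization as less probe binds the enzyme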
PAD4 FP inh – blocks human protein arginine deiminase 4. Q9UM07. recombinant PAD4, RCA probe fluorescence polarization. inhibition, % at 6.36 µM. actives 0.41% (n = 330,000). AID 485272;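 active = percent inhibition above a cutoff equal to the mean of all tested compounds plus 3 SD, cut at about 15% in these data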;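 note: 0% = PAD4 with RCA probe and DMSO and 100% = probe without PAD4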
Target sequence (Q9UM07 whole entry, looked up): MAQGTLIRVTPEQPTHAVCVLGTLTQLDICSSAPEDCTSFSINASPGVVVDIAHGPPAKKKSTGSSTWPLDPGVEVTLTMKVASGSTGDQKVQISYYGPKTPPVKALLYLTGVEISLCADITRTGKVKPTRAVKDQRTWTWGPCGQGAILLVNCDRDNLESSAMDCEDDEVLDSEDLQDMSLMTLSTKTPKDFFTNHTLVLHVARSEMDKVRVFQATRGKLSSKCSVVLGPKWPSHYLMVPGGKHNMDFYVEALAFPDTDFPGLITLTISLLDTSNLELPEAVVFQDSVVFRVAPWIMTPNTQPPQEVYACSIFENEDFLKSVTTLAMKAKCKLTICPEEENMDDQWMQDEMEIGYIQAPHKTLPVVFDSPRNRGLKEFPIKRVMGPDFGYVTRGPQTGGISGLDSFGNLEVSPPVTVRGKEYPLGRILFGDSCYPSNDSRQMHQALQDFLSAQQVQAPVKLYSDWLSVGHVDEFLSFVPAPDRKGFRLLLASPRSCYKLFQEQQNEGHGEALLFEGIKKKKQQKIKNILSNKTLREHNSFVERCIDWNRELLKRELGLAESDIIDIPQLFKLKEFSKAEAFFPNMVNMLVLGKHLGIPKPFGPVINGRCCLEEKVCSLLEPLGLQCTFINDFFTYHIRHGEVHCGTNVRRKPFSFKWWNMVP
GSTO1 counter – blocks human GSTO1 in RBBP9 counter-screen; inhibition, % at 5.96 µM; actives 1.1% (n = 300,000); recombinant GSTO1, activity-based probe fluorescence polarization;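 active = inhibition above the campaign mean inhibition plus 3 SD, cut at about 35% in these data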;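 note: 0% = GSTO1-1 with DMSO and 100% = wells lacking GSTO1-1 enzyme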
GLD-1 RNA inh – GLD-1-TGE RNA interaction inhibition (C. elegans) | Q17339 | purified GLD-1 + fluorescein TGE RNA, fluorescence polarization | inhibition, % at 5.96 µM | actives 0.44% (n = 320,000);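 active = percent inhibition above a per-plate cutoff, the plate mean of test compounds plus 3 SD, cut at about 30% in these data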;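 note: 0% = DMSO wells with GLD-1 and probe and 100% = wells lacking GLD-1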
Bcl-xL primary – blocks human Bcl-xL binding to Bim BH3 peptide | AID 2129 | inhibition, % at 10.9 µM | Q07817 | actives 0.7% (n = 320,000) | GST-Bcl-xL / FITC-Bim BH3 peptide fluorescence polarization;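 active = inhibition above the mean of all tested compounds plus 3 SD, cutoff set per campaign, cut at about 30% in these data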;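 note: 0% = DMSO wells and 100% = unlabeled Bim-BH3 peptide competitor; inhibitors lower millipolarization by displacing the labeled peptide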
PME-1 inh – PME-1 (human) inhibition. Q9Y570. recombinant PME-1, FP-Rh probe fluorescence polarization. inhibition, % at 5.9 µM. actives 0.53% (n = 320,000);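 active = inhibition above the campaign mean of all compounds plus 3 SD, cut at about 26% in these data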;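 note: competitive labeling of PME-1 active site by serine hydrolase directed probe; 0% = PME-1 with DMSO and 100% = wells lacking PME-1 enzyme; inhibitors block probe labeling so polarization falls and inhibition rises; many of its hits are not listed in these tables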
Numbers without * were called inactive; · = no result given.

SMILES	TPT1 inhibitor	MEX-5 binding	MCL1-BIM inh	Fam108B inh	PAD4 FP inh	GSTO1 counter	GLD-1 RNA inh	Bcl-xL primary	PME-1 inh
O=C(Cc1c[nH]c2ccccc12)N1CCN(c2ccccc2)CC1	2	-1.1	-2	0	-6	2	0	1	-1
COc1ccccc1CNC(=O)C(=O)NCC1OCCCN1S(=O)(=O)c1ccc(F)cc1C (configuration not stated)	0	0.8	0	2	2	3	3	4	1
CC(C)OCCCNc1nc2c(-c3ccccc3)nnn2c2ccccc12	1	2.2	1	-4	0	0	-2	1	-4
COc1ccc(S(=O)(=O)N(c2onc(C)c2Cl)S(=O)(=O)c2ccc(OC)c(OC)c2)cc1OC	-4	-1.8	6	2	2	-2	-1	8	5
CC(=O)C1=C(C)NC(=S)NC1c1cc([N+](=O)[O-])ccc1O (configuration not stated)	-2	-2.3	9	-3	1	7	-3	5	2
CC(NC(=O)Cn1nc(-c2ccccc2)c2ccccc2c1=O)c1ccccc1 (configuration not stated)	-2	0.7	5	6	-6	10	0	4	3
COc1ccc(-n2cnnc2)cc1	-1	1.0	6	-4	-3	1	-2	10	-3
CCCN1Cc2cccc(C(=O)NC(CC(=O)OCC)c3ccc(OC(C)C)cc3)c2C1=O (configuration not stated)	4	1.2	-7	-3	-4	0	-3	-2	-4
O=C(CNC(=O)c1ccc2c(c1)OCCO2)N/N=C/c1ccc(Cl)cc1	0	-8.6	-7	2	3	1	-11	3	-18
O=C(Cc1ccsc1)NCC(c1ccco1)N1CCCCC1 (configuration not stated)	7	1.3	3	2	-3	-1	6	2	-2
CC1=N/C(=C\c2ccc([N+](=O)[O-])cc2)C(=O)N1c1ccc(Br)c(C)c1	0	-4.7	-4	3	-4	1	5	0	-2
CCCCOc1ccc(N(CC(=O)NC2CCCCC2)C(=O)CCC(=O)Nc2ccccn2)cc1	-3	-0.3	-8	-1	-3	3	-6	-4	-3

Arranged by length of the SMILES (rising): part of the list above.
SMILES	TPT1 inhibitor	MEX-5 binding	MCL1-BIM inh	Fam108B inh	PAD4 FP inh	GSTO1 counter	GLD-1 RNA inh	Bcl-xL primary	PME-1 inh
COc1ccc(-n2cnnc2)cc1	-1	1.0	6	-4	-3	1	-2	10	-3
O=C(Cc1ccsc1)NCC(c1ccco1)N1CCCCC1 (configuration not stated)	7	1.3	3	2	-3	-1	6	2	-2
CC(C)OCCCNc1nc2c(-c3ccccc3)nnn2c2ccccc12	1	2.2	1	-4	0	0	-2	1	-4
CC(=O)C1=C(C)NC(=S)NC1c1cc([N+](=O)[O-])ccc1O (configuration not stated)	-2	-2.3	9	-3	1	7	-3	5	2
CC(NC(=O)Cn1nc(-c2ccccc2)c2ccccc2c1=O)c1ccccc1 (configuration not stated)	-2	0.7	5	6	-6	10	0	4	3
COc1ccccc1CNC(=O)C(=O)NCC1OCCCN1S(=O)(=O)c1ccc(F)cc1C (configuration not stated)	0	0.8	0	2	2	3	3	4	1
CCCN1Cc2cccc(C(=O)NC(CC(=O)OCC)c3ccc(OC(C)C)cc3)c2C1=O (configuration not stated)	4	1.2	-7	-3	-4	0	-3	-2	-4
CC1=N/C(=C\c2ccc([N+](=O)[O-])cc2)C(=O)N1c1ccc(Br)c(C)c1	0	-4.7	-4	3	-4	1	5	0	-2
COc1ccc(S(=O)(=O)N(c2onc(C)c2Cl)S(=O)(=O)c2ccc(OC)c(OC)c2)cc1OC	-4	-1.8	6	2	2	-2	-1	8	5

Going on with the list:
SMILES	TPT1 inhibitor	MEX-5 binding	MCL1-BIM inh	Fam108B inh	PAD4 FP inh	GSTO1 counter	GLD-1 RNA inh	Bcl-xL primary	PME-1 inh
COc1ccc(NC(=O)/C=C/C(=O)O)cc1Cl	-2	-1.6	13	-2	1	0	4	8	1
Cc1c(/C=N/NC(=O)C(C)(C)Oc2ccc(Cl)cc2)cnn1C	2	1.1	7	2	4	-5	7	3	3
CC(c1ccccn1)N(Cc1ccco1)C(=S)Nc1cccc(F)c1 (configuration not stated)	-4	4.1	5	0	0	8	5	5	-6
CNc1ccc(/C=C/C(=O)c2cccc3ccccc23)cc1[N+](=O)[O-]	3	-2.0	-2	2	-9	-5	3	0	8
Cc1ccsc1CN(C)C(=O)c1ccc(Oc2ccccc2)cc1	2	1.4	8	-1	2	1	5	5	1
O=C(COc1ccc(Cl)cc1Cl)NC(=S)N1CCCc2ccccc21	-3	1.1	8	0	6	13	2	9	-1
CCn1c(=O)c2c(cnn2C)c2ccccc21	1	3.0	1	0	3	6	8	3	-2
O=C(O)C1CCN(c2nc(-c3ccccc3)nc3c2oc2ccccc23)CC1	0	0.0	3	-2	-1	-20	-2	9	-16
Cc1ccc(NC(=O)Cc2cc(C(=O)O)c3ccccc3n2)c(C)c1	0	-4.7	-2	4	-3	5	5	2	-1
COc1ccccc1NC(=O)CSc1nnnn1C	-4	1.9	10	1	-5	2	3	10	-1
Cc1ccc(S(=O)(=O)N2CCN(C(=O)c3c(-c4ccccc4)noc3C)CC2)cc1	-3	-0.9	-11	4	-8	-4	-4	-6	-1
C=CCn1c(=O)n(CCOC)c(=O)c2sc3ccccc3c21	-2	-0.6	8	-4	2	8	3	3	-8
COc1cccc(NC(=O)CN(C)C(=O)c2cc(C)on2)c1	-1	2.1	3	4	2	14	-2	4	0
Cc1ccnc(NS(=O)(=O)c2ccc(NC(=O)C34CC5CC(CC(C5)C3)C4)cc2)n1	0	0.0	-7	-2	-2	-17	1	-1	0
O=C(COC(=O)c1ccc(Cl)nc1)Nc1c(Cl)cccc1C(F)(F)F	1	-0.1	-9	-2	-9	-4	2	-8	-7
Cc1cccc(NC(=O)c2nc[nH]c2C(=O)NCCCCCNC(=O)OC(C)(C)C)c1	·	·	-6	·	0	·	5	-3	-10
COC(=O)C1CC(O)CN1C(=O)Nc1cccc(C(F)(F)F)c1 (configuration not stated)	3	3.1	-4	-1	-6	8	-6	-3	-6
CCOC(=O)c1c(NC(=O)CSc2nc3ccccc3o2)sc(C(C)=O)c1C	15	6.3	-17	-12	3	1	-9	-8	-2
CCN1CCCC1CNC(=O)c1ccc2c(c1)NC(=O)/C(=C\c1ccc(OC)c(OC)c1)S2 (configuration not stated)	4	-6.2	5	4	-1	-219	-6	6	10
O=C(Nc1cccc(-c2nnc(-c3ccccc3)o2)c1)C1CCCO1 (configuration not stated)	0	-1.1	-3	1	3	-1	3	-5	5
N#CC1=C(SCC(=O)c2ccc(Br)cc2)NC2=C(C(=O)CCC2)C1c1ccco1 (configuration not stated)	-2	·	0	7	-2	0	1	5	12
CCn1c(SC)nnc1-c1ccc(S(=O)(=O)N2CCCCC2)cc1	0	3.5	-12	3	2	-3	5	-10	1
CCCCn1cnc2c(cnn2-c2ccc(Cl)cc2)c1=O	-2	-0.4	-2	0	2	-3	1	2	-3
CN1CCC(=NNC(=O)c2cc(-c3ccc(Cl)cc3)n[nH]2)CC1	0	2.3	3	-1	0	-9	9	2	-5
Nc1c(N(Cc2ccco2)C(=O)COc2ccccc2F)c(=O)[nH]c(=O)n1Cc1ccccc1	·	·	-2	·	-9	·	0	-2	-1
COc1cc2c(cc1OC)CN(C(=O)c1ccc(S(=O)(=O)N3CCCCC3)cc1)CC2	2	-2.7	-1	3	2	2	3	3	1
COc1ccc(CN(C)C(C)C(=O)Nc2ccc(S(=O)(=O)N3CCOCC3)cc2)c(OC)c1 (configuration not stated)	1	-0.7	-6	-4	-3	6	-3	-1	0
O=C(Cc1ccc2cccnc2c1)c1ccc(O)cc1O	0	-1.3	7	1	-6	6	-2	6	-2
C/C(=N\NC(=O)Cc1cccn1C)c1ccc2ccccc2c1	-1	0.7	6	-2	0	4	5	2	-5
O=c1oc2cc(O)ccc2cc1-c1ccccc1	-2	-1.0	1	7	0	2	11	7	-5
Cc1ccc(CCN2CC(C(=O)NCCCN3CCCCCC3)CC2=O)cc1 (configuration not stated)	5	1.6	0	-3	-6	0	5	3	1
O=S(=O)(Nc1cccc2ccccc12)c1cccc2nonc12	0	-0.6	2	0	5	15	-2	-2	7
COc1cc(C(O)P(=O)(OCCC(C)C)c2ccc(N(C)C)cc2)cc(OC)c1OC (configuration not stated)	-3	1.0	5	3	0	-4	-5	1	7
O=C(Nc1ccccn1)c1ccc(COc2ccccc2Cl)o1	-2	-0.5	2	-2	-4	-5	-2	4	1
CCOCCCNC(=O)C(c1ccc(Cl)cc1)N(Cc1cccs1)C(=O)c1ccccn1 (configuration not stated)	0	-0.2	2	1	0	4	3	-1	-5
CCCCC(NS(=O)(=O)c1ccc(C)cc1)C(=O)Oc1ccc2c3c(c(=O)oc2c1)CCC3 (configuration not stated)	3	0.0	1	-11	1	-3	-13	-5	1
CCCN(CCC)Cc1cc2ccccc2c2c1COC2	0	1.2	-1	3	0	5	2	8	0
C=CCc1ccccc1OCC(CN1CCCCC1)OC(C)=O (configuration not stated)	-1	-1.5	8	-2	-3	6	1	10	-4
O=C(O)Cc1sc(NC2CCCCC2)nc1-c1ccc(Cl)cc1	137*	1.8	-66	-8	-6	-7	-95	-28	-4
COC(=O)C1C(=O)C2=C(CC1C)NC(=O)CC2c1ccccc1 (configuration not stated)	3	3.5	9	0	0	5	8	7	-5
CCOc1nc(-c2ccccc2)ccc1-c1noc(COC)n1	-2	1.9	0	-3	5	4	5	2	-5
Cc1nn(C)c(C)c1S(=O)(=O)N1CCC(C(=O)NC2CCCc3ccccc32)CC1 (configuration not stated)	-2	0.0	-8	1	-1	1	5	-1	26
Cc1cc(=O)oc2cc(OCC(=O)Nc3nccs3)ccc12	0	0.7	-2	-2	-1	-4	4	4	1
Cc1onc(-c2c(F)cccc2Cl)c1C(=O)OCC(=O)Nc1c(C)n(C)n(-c2ccccc2)c1=O	4	-1.2	-1	-6	5	1	-2	-4	3
COc1ccc(CNC(=O)c2noc3c2CCCC3)cc1	1	-2.7	-1	-1	1	5	5	-2	3
CC(C)[C@@]1(c2ccc(Cl)cc2)ON(c2ccccc2C(F)(F)F)C1=O	·	·	-2	·	0	·	0	4	-1
COc1ccc2oc(C(=O)OCC(=O)NCCN3C(=O)CSC3=O)c(C)c2c1	-1	-2.6	-3	7	-3	-5	4	3	-3
O=C(Cn1nnc2ccccc2c1=O)N[C@H](C(=O)O)c1ccccc1	2	-0.5	0	3	-3	3	2	-1	-2
Cc1ccc(S(=O)(=O)NC(C)C(=O)NC2CCCCCC2)cc1 (configuration not stated)	-8	0.7	4	0	-3	-2	5	8	3

Only part of the results is shown (hit frequency here may not be typical).
